Source: PubChem BioAssay
DENV2 CPE rescue – inhibitors of DENV2 cytopathic effect; DENV2-infected cells, cytopathic effect rescue, plate reader; CPE inhibition, % at 9.99 µM; 350,000 compounds, 1.7% hits; AID 651640; in the data active means CPE inhibition above about 20%, passing the limit was not always enough; inconclusive means no clear call, values can overlap the other calls; tested in BHK-21 cells;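 further: 0% = median of neutral control wells and 100% = median of positive control wells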
SIRT5 inh – blocks human SIRT5 desuccinylation of peptide; Purified SirT5, succinyl-peptide AMC, trypsin-coupled fluorescence; inhibition, % at 15 µM; 330,000 compounds, 1.1% hits; AID 652115; in the data active means inhibition above about 15%; inconclusive means no clear call, values can overlap the other calls
Target sequence (Q9NXA8 whole entry, looked up): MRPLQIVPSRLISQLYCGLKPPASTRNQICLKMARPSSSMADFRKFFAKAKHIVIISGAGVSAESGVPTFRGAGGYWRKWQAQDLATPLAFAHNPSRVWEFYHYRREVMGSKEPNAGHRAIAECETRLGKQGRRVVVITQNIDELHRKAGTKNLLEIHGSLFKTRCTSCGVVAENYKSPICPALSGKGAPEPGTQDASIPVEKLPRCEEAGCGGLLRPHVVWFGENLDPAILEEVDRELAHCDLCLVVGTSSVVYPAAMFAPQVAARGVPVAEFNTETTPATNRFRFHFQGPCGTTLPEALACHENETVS
PglD inh – PglD (C. jejuni) enzyme inhibition; 360,000 compounds, 0.098% hits; purified PglD enzyme, DTNB colorimetric CoA detection; inhibition, % at 12.5 µM; in the data active means inhibition above about 16%, passing the limit was not always enough; inconclusive means no clear call, values can overlap the other calls; further: strong numbers were not always called active
E-selectin induc – induces E-selectin expression in human endothelial cells. P16581. HUVEC E-selectin immunofluorescence imaging; normalized: neutral wells 0, TNF-alpha wells 100. activation, % at 7.58 µM. 260,000 compounds, 0.37% hits;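 active means mean E-selectin-positive cell signal at least 10% of the positive control, reached in at least 60% of replicates, without over 20% cell loss; inconclusive means no rule given, readout overlaps actives, possibly toxicity-flagged; inactive means the rest, including those meeting only one limit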;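 further: in these data hits start at about 27%; measured in HUVEC primary endothelial cells; signal is the percent of cells scored E-selectin positive by PE staining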
Target sequence (P16581 whole entry, looked up): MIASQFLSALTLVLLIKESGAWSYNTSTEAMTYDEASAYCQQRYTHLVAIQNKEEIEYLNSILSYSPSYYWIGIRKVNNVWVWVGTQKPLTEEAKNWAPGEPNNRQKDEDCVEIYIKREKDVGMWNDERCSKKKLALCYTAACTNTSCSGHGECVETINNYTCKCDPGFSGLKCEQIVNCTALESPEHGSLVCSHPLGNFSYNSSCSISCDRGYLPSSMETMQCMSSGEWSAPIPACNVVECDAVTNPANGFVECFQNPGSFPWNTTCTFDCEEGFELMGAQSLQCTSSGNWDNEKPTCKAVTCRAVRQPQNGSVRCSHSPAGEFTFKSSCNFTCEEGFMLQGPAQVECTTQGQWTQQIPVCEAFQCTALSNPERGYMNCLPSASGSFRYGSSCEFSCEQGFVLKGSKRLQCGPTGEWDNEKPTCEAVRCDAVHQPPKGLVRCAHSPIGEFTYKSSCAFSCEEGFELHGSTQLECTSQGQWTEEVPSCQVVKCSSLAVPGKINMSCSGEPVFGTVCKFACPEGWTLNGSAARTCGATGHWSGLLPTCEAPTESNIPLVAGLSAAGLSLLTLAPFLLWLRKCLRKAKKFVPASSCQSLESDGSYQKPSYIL
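material = human umbilical vein endothelial cells (HUVEC), E-selectin induction | quantity = 3,000 cells/well | medium = EGM-2 growth medium on 0.1% gelatin-coated wells | technique = immunofluorescence imaging | read-out basis = % PE-positive cells | control set = TNF-alpha positive control, DMSO neutral control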
Statin myotox sup – protects C2C12 myotubes from simvastatin toxicity | 330,000 compounds, 0.78% hits | AID 602340 | rescue of ATP level, % at 7.49 µM | ATP luminescence, 48 h; scaled: DMSO 0, geranylgeraniol control 100;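 active means mean ATP rescue above about 67%, or every replicate alone reaching that limit, limit read from the data, passing the limit was not always enough; inconclusive means no clear call, values can overlap the other calls; inactive means mean under the limit and some replicate under it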;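 further: myotubes were challenged with 10 µM simvastatin during compound exposure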
S100A4 inh HTS – blocks human S100A4 binding to myosin IIA peptide; P26447; S100A4/TAMRA-MyoIIA peptide fluorescence polarization; inhibition, % at 10.7 µM; 360,000 compounds, 0.14% hits; AID 652163;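 active means mean inhibition of at least 70% across replicates, with every replicate also reaching that level; inconclusive means mean inhibition reaches 70% but some replicates fall short; inactive means mean inhibition below 70%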
Target sequence (P26447 whole entry, looked up): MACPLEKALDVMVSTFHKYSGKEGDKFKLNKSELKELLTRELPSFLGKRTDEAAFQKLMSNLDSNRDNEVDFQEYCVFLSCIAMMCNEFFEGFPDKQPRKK
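Material: human S100A4 monomer with TAMRA-labelled myosin IIA peptide; buffer or medium: HEPES pH 7.2 with CaCl2, KCl, NaCl, DTT, Triton; compound dosing: one concentration per compound; schedule: 5 min incubation before reading; benchmarks: neutral control DMSO, positive control TFP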
ERp5 block – inhibitors of human ERp5. AID 651711. Q15084. inhibition, % at 9.99 µM. 350,000 compounds, 0.05% hits. ERp5 insulin aggregation, absorbance 650 nm, 90 min;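 active means mean replicate inhibition above about 25%, with every replicate also reaching it, limit read from the data, passing the limit was not always enough; inconclusive means only one of those two criteria met; inactive means neither criterion met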
Active calls of the source: *; ? = inconclusive; · = no result given; & = joins results of further samples.

SMILES	DENV2 CPE rescue	SIRT5 inh	PglD inh	E-selectin induc	Statin myotox sup	S100A4 inh HTS	ERp5 block
COC1=CC(=O)OC(c2cccc([N+](=O)[O-])c2)C1 (configuration not stated)	41*	1	·	-0.2	·	-4	1
O=C(Cc1ccc(F)cc1)Nc1nnc(SCC(=O)N2CCCCC2)s1	3	-2	·	9.0	·	6	3
C[C@H](O)C#Cc1ccc2c(c1)O[C@@H](CN(C)C(=O)Nc1ccccc1)[C@H](C)CN([C@H](C)CO)S2(=O)=O	6	1	1	-0.1	-2	10	·
Cc1ccccc1CN(C)C(=O)c1ccc2ccccc2n1	-1	-5	-6	0.1	45	-7	2
C[C@H]1CN([C@@H](C)CO)C(=O)c2cc(NC(=O)C3CC3)ccc2O[C@H]1CN(C)Cc1ccc(C(F)(F)F)cc1	27*	4	3	0.4	-28	-1	6
Cc1ccc(S(=O)(=O)N(C)/N=C2/C(=O)N(CC(=O)O)c3ccccc32)cc1	-8	2	·	·	11	-4	0
C[C@@H]1CN([C@@H](C)CO)C(=O)c2cc(NS(=O)(=O)c3ccccc3)ccc2O[C@@H](C)CCCCO[C@H]1CN(C)Cc1ccc(C(=O)O)cc1	·	·	-1	0.2	-22	·	·
CC1(C(=O)NC2CCCC2)CCC(=O)N1Cc1cccs1 (configuration not stated)	·	-3	-2	·	3	-1	0
CCN(CC(=O)Nc1c(F)cccc1F)C(=O)C1CC(=O)N(CCc2ccccc2)C1 (configuration not stated)	-11	-2	·	·	·	-15	-2
COc1ccc(NC(=O)CN(C)C(=O)c2ccc(C)c(S(=O)(=O)N3CCCCC3)c2)cc1	10	0	0	·	14	0	13
O=C(NCC1CCCO1)c1cn(Cc2ccccc2)nc1-c1ccccc1 (configuration not stated)	14	0	2	-1.0	2	-3	-4
COc1ccc(S(=O)(=O)N2CCCCC2)cc1NC(=O)COc1ccccc1	0	2	0	·	-5	0	-6
COc1cc(OC)cc(C2C(C#N)=C(N)Oc3n[nH]c(-c4cccnc4)c32)c1 (configuration not stated)	-1	-3	4	·	7	-1	-65
CC(CCc1ccco1)NC(=O)CCc1nnc2ccc(NCc3ccccc3)nn12 (configuration not stated)	0	-1	1	·	-6	-5	3
O=C(N/N=C/c1cccnc1)c1ccco1	3	2	-5	15	·	-2	-1
Cc1ccc(C(=O)Nc2ccccc2N2CCCCC2)cc1S(=O)(=O)N1CCOCC1	-1	2	3	-2.5	-12	-10	-2
COc1ccc(C(=O)Nc2ccc3ccccc3c2)c(OC)c1	-6	-7	8	·	-25	-3	2
C[C@H](CO)N1C[C@H](C)[C@@H](CN(C)S(C)(=O)=O)Oc2ccc(NS(C)(=O)=O)cc2CC1=O	-2	-3	1	-11	9	0	1
CNS(=O)(=O)c1ccc(CCC(=O)N2CCN(c3ccccc3OC)CC2)cc1	6	-1	0	·	33	-17	-1
COCCNC(=O)C[C@@H]1C[C@@H]2c3cc(NC(=O)CN(C)C)ccc3O[C@@H]2[C@H](CO)O1	5	8	2	0.0	0	0	2
CCOC(=O)c1[nH]c2ccc(Br)cc2c1NC(=O)CCN1CCCC(C)(C)C1	-2	-4	·	·	·	-10	-4
Cc1c(Cl)ccc(S(=O)(=O)NCCCn2ccnc2)c1Cl	6	0	-2	·	9	-4	-1
CC(C)CC#Cc1ccc([C@H]2[C@@H](CO)N3C(=O)CN(C(=O)c4ccccn4)C[C@H]23)cc1	16	1	·	-0.3	·	0	1
CCC(=O)[C@@H](C)[C@@H](OC(C)=O)[C@H](C)C[C@@H](C)[C@H]1OC(=O)C[C@@]2(O)CC=C(C)C(O2)C(C)=CCCC[C@H](O[C@H]2C[C@@H](OC(N)=O)[C@H](OC(C)=O)[C@@H](C)O2)C=C[C@H](C)C[C@H]1C	-1	-1	·	0.2	·	5	-1
C=C(C)c1cccc(C(C)(C)NC(=O)NC2CCN(Cc3ccccc3)CC2)c1	-6	-2	-3	-0.1	-1	-5	3
O=S(=O)(NC1CCCCC1)c1cccc2nsnc12	19	4	-4	?	0	-3	3
CO[C@@H]1CN(C)C(=O)c2cc(NS(=O)(=O)c3ccccc3)ccc2OC[C@@H](C)NC[C@@H]1C	29*	·	1	-0.1	-2	-28	-2
COc1ccc2c(c1OC)C(=O)O[C@@H]2[C@H]1c2c(cc3c(c2OC)OCO3)CCN1C	-8	-10	-2	·	-20	-5	-3
O=C(c1ccccn1)N1C[C@@H]2[C@H](c3ccccc31)[C@@H](CO)N2C(=O)Cc1ccccc1	-1	-2	0	0.2	-1	-2	-2
CCCn1c(SC/C(O)=C(\C#N)c2nc3ccccc3[nH]2)n[nH]c1=O	-7	-4	·	0.1	·	-1	0
COc1ccc(CCCN2CCC(CN3C(=S)NC[C@@H]3Cc3ccccc3)CC2)cc1OC	-5	·	1	0.1	3	5	-1
CC1CCCCN1C(=O)COc1ccc(S(=O)(=O)N2CCCC2)cc1[N+](=O)[O-] (configuration not stated)	-8	-17	0	0.0	0	2	-2
CN(C)C(=O)[C@H]1[C@H](CO)[C@H]2Cn3c(ccc(C4=CCCC4)c3=O)[C@H]2N1Cc1ccccn1	-10	7	-1	-0.1	-2	5	3
COc1ccc(CCNC(=O)CSc2nc3ccsc3c(=O)n2CC2CCC(C(=O)O)CC2)cc1OC (configuration not stated)	0	-1	-1	·	13	0	-6
O=C(C[C@@H]1C=C[C@H](NS(=O)(=O)c2ccccc2F)[C@H](CO)O1)NCCCN1CCOCC1	-1	-4	1	-0.2	12	10	9
C[C@@H]1CN([C@H](C)CO)C(=O)c2cc(C#Cc3ccccn3)cnc2O[C@H]1CN(C)C(=O)c1cnccn1	-9	1	-2	0.2	36	23	12
CC(=O)NC[C@H]1[C@@H](c2ccccc2)[C@@H](CO)N1C(=O)Cc1ccncc1	·	·	0	-0.1	1	·	·
Cc1ccc2c(c1)Cc1nc3ccccc3nc1-2	-3	-6	·	8.6	·	-1	1
COc1ccccc1CNC(=O)C(=O)NCC1OCCCN1S(=O)(=O)c1ccc(F)cc1C (configuration not stated)	-5	-1	-2	·	5	-7	6
COc1ccc(CN(C)C[C@@H]2Oc3ccc(NS(=O)(=O)c4ccccc4)cc3C(=O)N([C@@H](C)CO)C[C@H]2C)cc1	0	-1	-4	-1.5	4	-7	2
CC(C)(C)c1csc(NC(=O)CCc2ccccc2)n1	13	4	-4	·	0	-1	2
O=C1NCCC/C1=N/Nc1cc(F)ccc1F	0	-1	5	1.0	-2	-3	5
C[C@H]1CN([C@@H](C)CO)S(=O)(=O)c2ccc(C#CC3(O)CCCC3)cc2O[C@H]1CN(C)C(=O)Cc1ccncc1	-4	-3	2	0.4	-3	-2	3
CC(C)NC(=O)Nc1ccc2c(c1)C(=O)N(C)[C@H]1CC[C@H](CC(=O)NCc3ccc(F)cc3)O[C@H]1CO2	4	5	-1	-0.2	6	-9	1
CCCCCCC#Cc1cncc(C(=O)NNC(=O)Nc2cc(Cl)cc(Cl)c2)c1	-2	0	2	·	·	-3	-2
COc1ccc(-n2c(Cc3cccn3C)nnc2SCC(=O)Nc2cc(Cl)ccc2OC)cc1	8	·	0	-0.1	-1	-2	3
CC(=O)Nc1ccc(NC(=O)c2csc([C@H]3C[C@H](O)[C@@H](CO)O3)n2)cc1	-1	-1	1	-0.4	-7	2	-1
O=C(C[C@@H]1CC[C@H](NC(=O)Nc2ccccc2F)[C@H](CO)O1)NCc1ccc(F)cc1	-5	3	·	1.0	·	0	-4

Entries of single compounds from above. Order of screens: DENV2 CPE rescue, SIRT5 inh, PglD inh, E-selectin induc, Statin myotox sup, S100A4 inh HTS, ERp5 block
Results for CC(=O)Nc1ccc(NC(=O)c2csc([C@H]3C[C@H](O)[C@@H](CO)O3)n2)cc1 : -1, -1, 1, -0.4, -7, 2, -1
Results for CC(C)(C)c1csc(NC(=O)CCc2ccccc2)n1 : 13, 4, -4, ·, 0, -1, 2

The list continues:
SMILES	DENV2 CPE rescue	SIRT5 inh	PglD inh	E-selectin induc	Statin myotox sup	S100A4 inh HTS	ERp5 block
CCc1ccc(Nc2n[n+](-c3ccccc3)c(-c3ccc(OCc4ccccc4)cc3)s2)cc1	·	·	2	-0.1	-39	0	0
Cc1noc(C)c1S(=O)(=O)Nc1ccc2c(c1)C(=O)N([C@H](C)CO)C[C@H](C)[C@@H](CN(C)S(=O)(=O)c1ccccc1)O2	-1&-12	1&-4	1&5	-0.1&-0.1	-10&11	-11&-5	1&5
N#C/C(=C\c1ccccc1[N+](=O)[O-])C(=O)NC1CCCCC1	4	0	·	·	·	10	-1
CSc1ncccc1C(=O)Nc1nnc(C2CC2)s1	-4	·	·	2.6	·	-1	-7
C=CCN1C(=O)N(c2ccc(F)cc2)C(=O)C1CC(=O)Nc1ccc(Cl)cc1 (configuration not stated)	-9	-7	1	-0.1	16	5	5
COc1ccc(C(=O)NCCCCCCNC(=O)c2ccc(OC)cc2)cc1	?	0	9	0.5	0	-4	1
CC(=C/c1ccccc1)/C=N/Nc1nc(N2CCOCC2)nc(N2CCOCC2)n1	-5	0	6	·	·	9	4
O=C1CCCN1c1ccc(C(=O)N(Cc2nnc(-c3ccccc3Cl)o2)C2CC2)cc1	2	-3	2	-0.1	1	-2	0
COC(=O)C[C@@H]1CC[C@@H]2[C@@H](COc3ccc(NC(=O)Nc4cccc(C)c4)cc3C(=O)N2C)O1	4	4	0	0.1	-5	5	-2
CCN(CCCNC(=O)C1CCN(S(=O)(=O)CC)CC1)c1cccc(C)c1	-2	0	2	·	-5	-3	-2
COC(=O)c1c(NC(=O)C(C)(C)C)csc1C	2	-3	·	-0.1	·	-1	2
Cc1ccc(C(=O)NC(C)c2ccc(-n3ccnc3)cc2)cc1 (configuration not stated)	-8	-3	2	-0.1	7	-14	-4

Among those listed so far, these have a furan ring, fused or not.
SMILES	DENV2 CPE rescue	SIRT5 inh	PglD inh	E-selectin induc	Statin myotox sup	S100A4 inh HTS	ERp5 block
CC(CCc1ccco1)NC(=O)CCc1nnc2ccc(NCc3ccccc3)nn12 (configuration not stated)	0	-1	1	·	-6	-5	3
O=C(N/N=C/c1cccnc1)c1ccco1	3	2	-5	15	·	-2	-1

Next part:
SMILES	DENV2 CPE rescue	SIRT5 inh	PglD inh	E-selectin induc	Statin myotox sup	S100A4 inh HTS	ERp5 block
CC(C)c1ccc(S(=O)(=O)N2CCN(C(=O)Cc3ccsc3)CC2)cc1	4	-1	2	0.1	3	3	-3
C[C@@H]1CCCCO[C@H](CN(C)S(=O)(=O)c2cn(C)cn2)[C@@H](C)CN([C@@H](C)CO)C(=O)c2cc(NS(=O)(=O)c3cccs3)ccc2O1	-8	-2	3	0.1	6	-5	2
COCCn1c(SCC(=O)Nc2ccc3[nH]c(=O)[nH]c3c2)nc2ccccc2c1=O	-1	-7	0	4.6	2	-7	-2
C[C@@H]1CN([C@H](C)CO)C(=O)c2cccc(NS(=O)(=O)c3ccc(F)cc3)c2O[C@H]1CN(C)CC1CC1	3	-3	0	0.4	45	-5	-5
COc1ccc(-c2nc(-c3ccc(O)cc3O)cs2)cc1OC	-4	2	6	0.1	-6	3	-4
Cc1ccc(S(=O)(=O)NC(C(=O)Oc2ccc3c(C(F)(F)F)cc(=O)oc3c2)c2ccccc2)cc1 (configuration not stated)	1	-3	-10	·	·	-2&1	3
COc1ccc(-c2cnc3c(c2)C(=O)N([C@@H](C)CO)C[C@@H](C)[C@H](CN(C)C(=O)C2CCC2)O3)cc1	-8	-1	1	0.4	4	-23	10
OC(CN1CCOCC1)Cn1cnc2ccccc21 (configuration not stated)	2	-3	5	·	-3	-8	11
CC(C)n1cnc2c(=S)nc[nH]c21	-4	0	·	0.1	·	-1	2
COc1cccc(NC(=O)CN(C)C(=O)CCNS(=O)(=O)c2ccc(C)cc2)c1	14	-1	0	·	17	16	2
CC(C)CCNC(=O)C(c1ccc(O)cc1)N(C(=O)C1COc2ccccc2O1)c1cccc(O)c1 (configuration not stated)	2	8	·	·	·	0	4

A portion of the library, so the mix of outcomes need not match the whole.
